Rev-erbA mod: Rev-erb alpha (human) modulation | P20393 | Rev-erbα–FITC-DNA binding, fluorescence polarization, 90 min | activity, % at 10 µM | 370,000 tested, 0.79% active;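 active means activity above about 14%, limit read from the data; passing the limit was not always enough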;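 further: 0% = DMSO wells with 35 nM protein and 100% = DMSO wells with 750 nM protein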
NPR1 activator: GC-A (human) enzyme activation. 370,000 tested, 0.14% active. P16066. activation, % at 10 µM. HEK293 GC-A cells, cGMP TR-FRET, EC30 ANP; 0% at EC30 ANP, 100% saturating ANP; in the data active means activation above about 40%
PG9 binder: small molecules binding HIV-1 gp120 antibody PG9; TR-FRET gp120-PG9 antibody binding; inhibition, % at 6.7 µM; 360,000 tested, 0.43% active; in the data active means inhibition above about 8.5%
HTRA1 inhibitor: HTRA1 (human) protease inhibition. Q92743. recombinant HTRA1, FP-rhodamine activity-based probe, fluorescence polarization. inhibition, % at 5.96 µM. 340,000 tested, 0.5% active. AID 504803; in the data active means inhibition above about 36%;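 further: 0% = enzyme with DMSO and 100% = wells lacking enzyme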
rCAG RNA binder: r(CAG) repeat RNA binding; TO-PRO-1 dye displacement fluorescence; inhibition, % at 3 µM; 370,000 tested, 1.3% active;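 active means inhibition above the plate cutoff, the mean of all test compounds on that plate plus 3 SD, cut at about 35% in these data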;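 further: 0% = DMSO alone and 100% = 100 µM mitoxantrone as full dye displacement; higher means more dye released from RNA so lower well fluorescence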
ARFGAP1 inh: rat ARFGAP1 inhibition. 360,000 tested, 0.26% active. Arfgap1-stimulated ARF1 GTP hydrolysis, GDP FP detection. Q62848. inhibition, % at 16.5 µM;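 active means inhibition above a per-plate limit, mean inhibition of low control wells plus 3 SD, cut at about 25% in these data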;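 further: 0% = DMSO wells with enzyme and 100% = wells lacking Arfgap1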
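Material: rat Arfgap1 GAP domain (His6, aa 1-136), purified enzyme. Also added: human ARF1(Δ1-17)-GTP substrate. Compound dosing: 16.5 µM single point, 1.26% DMSO. Timing: enzyme reaction 120 min at 25 °C after 20 min preincubation. Signal: GDP detection by fluorescence polarization. Read-out basis: percent inhibition of GAP-stimulated GDP formation, scaled between DMSO and no-Arfgap1 medians.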
mABHD4 FP: inhibits mouse alpha/beta hydrolase domain 4; purified mABHD4, FP-Rh probe fluorescence polarization; inhibition, % at 8.92 µM; Q8VD66; 370,000 tested, 0.54% active; AID 720543;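 active means inhibition exceeding the mean over every tested compound plus 3 SD, cut at about 30% in these data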;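 further: 0% = plate median of compound wells and 100% = S159A mutant with DMSO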
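system = mouse ABHD4 enzyme, wild type | medium = HEPES pH 7.0, NaCl, Pluronic buffer | also added = FP-Rh probe | incubation = Enzyme–compound pre-incubation 45 min, then probe 60 min, both 25 °C | technique = fluorescence polarization, excitation 525 nm, emission 598 nm, BODIPY TMR filters | controls = S159A mutant high control, sample median low control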
NPR2 activator: GC-B (human) receptor activation. P20594. HEK293-GC-B cells, CNP EC30, cGMP TR-FRET; 0% at EC30 CNP, 100% saturating CNP. activation, % at 10 µM. 370,000 tested, 0.11% active. AID 1920062;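 active means activation at 10 µM reaching about 35% in either raw or pattern-adjusted values, limit read from the data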
Target sequence (P20594 whole entry, looked up): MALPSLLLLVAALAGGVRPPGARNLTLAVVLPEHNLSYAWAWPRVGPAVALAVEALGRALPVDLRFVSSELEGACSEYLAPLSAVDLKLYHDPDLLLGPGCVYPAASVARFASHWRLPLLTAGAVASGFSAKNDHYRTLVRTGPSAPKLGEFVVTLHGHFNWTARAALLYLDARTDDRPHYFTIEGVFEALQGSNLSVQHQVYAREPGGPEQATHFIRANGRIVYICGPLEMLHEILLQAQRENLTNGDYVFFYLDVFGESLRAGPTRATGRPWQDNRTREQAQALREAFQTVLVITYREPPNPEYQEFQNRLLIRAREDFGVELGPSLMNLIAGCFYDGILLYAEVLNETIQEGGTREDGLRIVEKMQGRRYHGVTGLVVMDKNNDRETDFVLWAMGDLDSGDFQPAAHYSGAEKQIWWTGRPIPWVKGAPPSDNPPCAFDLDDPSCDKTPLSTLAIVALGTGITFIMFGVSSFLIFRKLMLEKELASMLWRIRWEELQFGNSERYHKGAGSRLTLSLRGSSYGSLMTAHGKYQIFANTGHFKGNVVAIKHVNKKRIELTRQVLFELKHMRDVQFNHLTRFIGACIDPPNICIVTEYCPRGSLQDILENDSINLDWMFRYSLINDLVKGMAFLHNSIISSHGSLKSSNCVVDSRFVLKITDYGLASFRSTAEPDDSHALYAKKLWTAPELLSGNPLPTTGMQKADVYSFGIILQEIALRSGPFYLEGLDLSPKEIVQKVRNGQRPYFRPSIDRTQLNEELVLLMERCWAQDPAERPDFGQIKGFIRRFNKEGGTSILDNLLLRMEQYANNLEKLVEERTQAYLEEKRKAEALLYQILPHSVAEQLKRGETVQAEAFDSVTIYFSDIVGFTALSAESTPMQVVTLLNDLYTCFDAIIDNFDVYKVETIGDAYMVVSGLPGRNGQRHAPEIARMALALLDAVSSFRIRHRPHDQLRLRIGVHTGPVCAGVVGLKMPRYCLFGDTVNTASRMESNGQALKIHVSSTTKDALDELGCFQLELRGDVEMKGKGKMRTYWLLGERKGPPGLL
ASAP1 inh: blocks human ASAP1-stimulated Arf1 GTP hydrolysis. Q9ULH1. GDP FP detection. inhibition, % at 16.5 µM. 360,000 tested, 0.19% active; in the data active means inhibition above about 25%;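 further: 0% = vehicle with enzyme and substrate and 100% = no enzyme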
SMARCA2 activ: SMARCA2 function activation, primary screen | MG213 cells, MMTV-luciferase reporter, dexamethasone, overnight | activation, % at 9.1 µM | 370,000 tested, 1% active | AID 652017; in the data active means activation above about 7.8%;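 further: 0% = vehicle wells and 100% = reference activator wells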
Starred values were filed as active, the others as inactive; · = not tested or not shown.

SMILES	Rev-erbA mod	NPR1 activator	PG9 binder	HTRA1 inhibitor	rCAG RNA binder	ARFGAP1 inh	mABHD4 FP	NPR2 activator	ASAP1 inh	SMARCA2 activ
COc1nc(OC)nc(N2CCC(C(=O)NCC3CCCCC3)CC2)n1	-1	3	-1.6	4	0	-11	-8	2	-9	-3
C#CCN1C=CC(=O)[C@@H](OC(=O)Nc2ccccc2Br)[C@H]1c1ccccc1Br	1	-14	0.7	-10	4	-8	-16	-6	16	-6
C[C@H]1CNC(=O)c2c(C(=O)Nc3ccc(CNC(=O)OC(C)(C)C)cc3)ncn21	1	-1	0.1	-3	4	-1	-6	1	14	-3
Cc1oc2ccc(O)c(CN3CCOCC3)c2c1C(=O)c1ccc(Cl)cc1	5	-9	-1.0	-10	-5	-8	-29	-1	4	-4
COc1ccc(CCNC(=O)Cc2cccs2)cc1OC	0	0	-0.2	-3	4	-5	4	-1	-4	-1
Cc1cc(Br)ccc1NC(=O)CN(C)C(=O)c1ccc(-n2cncn2)c([N+](=O)[O-])c1	-9	-2	1.2	3	3	-4	3	-1	5	-2
O=C(CCCn1c(=S)[nH]c2cc3c(cc2c1=O)OCO3)N1CCN(c2ccccc2F)CC1	8	-3	-1.1	5	0	5	-4	-4	-12	1
Cc1cccc(C)c1NC(=O)CNC(=O)c1ccccc1OCc1ccccc1	0	-4	0.2	-2	-4	4	-1	-2	-8	3
Cc1[nH]n(-c2ccccc2)c(=O)c1/C=N\NC(=O)C1COc2ccccc2O1 (configuration not stated)	3	2	-3.2	6	17	11	16	5	6	-1
O=C(CS(=O)(=O)c1ccccc1)c1ccc2c(c1)OCCO2	-2	0	-1.9	2	6	3	-5	-8	-1	6

Four compounds out of the list, ordered by formula weight, rising:
SMILES	Rev-erbA mod	NPR1 activator	PG9 binder	HTRA1 inhibitor	rCAG RNA binder	ARFGAP1 inh	mABHD4 FP	NPR2 activator	ASAP1 inh	SMARCA2 activ
COc1ccc(CCNC(=O)Cc2cccs2)cc1OC	0	0	-0.2	-3	4	-5	4	-1	-4	-1
Cc1[nH]n(-c2ccccc2)c(=O)c1/C=N\NC(=O)C1COc2ccccc2O1 (configuration not stated)	3	2	-3.2	6	17	11	16	5	6	-1
Cc1oc2ccc(O)c(CN3CCOCC3)c2c1C(=O)c1ccc(Cl)cc1	5	-9	-1.0	-10	-5	-8	-29	-1	4	-4
O=C(CCCn1c(=S)[nH]c2cc3c(cc2c1=O)OCO3)N1CCN(c2ccccc2F)CC1	8	-3	-1.1	5	0	5	-4	-4	-12	1

Remaining list, next part:
SMILES	Rev-erbA mod	NPR1 activator	PG9 binder	HTRA1 inhibitor	rCAG RNA binder	ARFGAP1 inh	mABHD4 FP	NPR2 activator	ASAP1 inh	SMARCA2 activ
CC(=O)Nc1ccc(S(=O)(=O)Nc2nc3ccccc3nc2Nc2ccc3ccccc3c2)cc1	0	8	0.4	2	75*	5	18	-4	2	0
CN(C)S(=O)(=O)c1cccc(NC(=O)CNc2cccc(S(=O)(=O)N3CCCCC3)c2)c1	-1	-4	-0.9	-3	7	1	-1	-3	8	-6
O=C1NC(Cc2ccc(O)cc2)c2nc3ccccc3c(=O)n2-c2ncccc21 (configuration not stated)	-2	0	3.0	-1	1	10	7	-1	-1	3
O=C(Nc1nccs1)c1ccc([N+](=O)[O-])cc1Cl	-6	5	-2.0	4	2	-4	3	-1	-13	2
O/N=C(/CCc1ccccc1)c1ccc2c(c1)OCCO2	6	1	-1.8	-10	-5	-5	-7	-1	0	12*
CC(=O)Nc1ccc(C(=O)COC(=O)c2nc3nc(C)cc(C)n3n2)cc1	-3	-1	-2.7	0	7	14	15	-8	2	-4
N#Cc1c(N)nc2c(c1-c1ccncc1)CCCC2	-3	-1	-1.3	1	1	3	4	1	-10	-1
Cc1cccc(NS(=O)(=O)c2ccc(C)c(C(=O)OCC(=O)Nc3cc(C)on3)c2)c1	1	-3	0.2	-71	7	-4	-8	4	-3	-4
CC(C)(Oc1ccc(CCNC(=O)c2ccc(-c3ccccc3)o2)cc1)C(=O)O	-4	-4	-1.9	-1	11	5	3	1	-1	-1
OCCSc1nc2ccccc2n1CCOc1ccccc1	-3	18	-2.5	-7	-6	-2	-4	2	-14	-2
CC1(C)C(=O)Nc2ccccc2N1C(=O)Cn1ncc(Cl)c(Cl)c1=O	0	0	2.1	4	6	2	-4	-2	-3	19*
COc1cccc(/C=C/C(=O)OCC(=O)c2ccc(C)c(C)c2)c1OC	-1	1	-1.0	-15	2	-4	-8	2	-13	3
COc1ccc(OC)c(NC(=O)CCC(=O)Oc2ccc(C)cc2)c1	-1	3	-1.5	4	-1	9	1	6	0	3
COc1cc(/C=N/N=C2/C(=O)Nc3ccccc32)cc(OC)c1O	-5	-8	-20	4	8	-6	-2	-8	-7	-1
Oc1ccccc1C=NN=Cc1c(O)ccc2ccccc12	3	6	0.8	5	0	-5	1	-2	1	-1
Cc1cccc(C)c1N1C(=O)CC(N2CCSCC2)C1=O (configuration not stated)	1	-1	-1.2	-2	-3	-5	6	2	-3	0
O=[N+]([O-])c1cccc2c3c([nH]c12)CCCC3	9	-4	-2.7	-8	1	-15	3	-6	8	1
O=C(Nc1ccc2c(c1)ncn2C1CCCCC1)c1ccco1	·	·	1.0	1	-6	-6	-3	·	-11	2
CCn1nc(NS(=O)(=O)c2ccc([N+](=O)[O-])cc2)c2cc3cccc(C)c3nc21	-3	-4	-2.1	10	85*	-12	11	-1	-3	-2
Cc1cc(C)c(S(=O)(=O)N2CCCCC2)c(C)c1-n1ncnn1	-1	-2	-3.6	0	1	-1	-6	-1	-3	-1
CCN1C(N(C)CCc2cccs2)=N[C@@H](c2ccccc2)C(C(=O)OC)=C1C	-1	-11	0.1	-4	3	-14	7	-12	-4	1
O=C(c1ccco1)N1CCN(CC(=O)N2c3ccccc3CCc3ccccc32)CC1	-5	0	0.0	-3	-9	6	9	1	2	-2
CCCNC(=O)Cc1ncn[nH]1	5	-2	-0.3	2	-2	8	8	0	-1	-4
COc1ccccc1C(=O)COC(=O)COc1ccc(C#N)cc1	7	3	-2.7	-3	0	1	-1	0	-6	-3
N#Cc1nc(-c2ccco2)oc1NCc1ccccc1Cl	6	6	-1.9	·	2	-5	-6	4	0	-6
Cc1ccc(-n2c(-c3ccco3)nc3nc4ccccc4nc32)cc1F	-5	-1	0.5	5	5	-3	0	-4	-4	4
Cc1cc(C(=O)COC(=O)c2ccccc2O)c(C)n1Cc1cccs1	3	1	-1.9	-35	4	8	-5	4	14	-10
CN1C(=O)C(c2cn(C)c3ccccc23)(c2cn(C)c3ccccc23)c2ccccc21	7	-17	·	·	14	·	-3	-14	·	-2
NNC(=O)C1CC(O)CN1S(=O)(=O)c1ccc2ccccc2c1 (configuration not stated)	-2	2	-1.9	-19	4	-5	-5	3	-1	-2
CCn1cc(CCC(=O)NCc2ccccc2OC)c2ccccc21	-1	-5	-1.8	-9	-2	-3	-5	0	-4	2
O=C(NC1CCCCC1)c1cc([N+](=O)[O-])[nH]n1	-7	5	-0.8	10	0	-11	2	1	-20	-3
COc1ccc2nc(NC(=O)C3CCN(S(=O)(=O)c4cccc5nsnc45)CC3)sc2c1	-2	8	1.1	-32	19	0	-55	-9	8	-6
O=C(COC(=O)c1cncc(Br)c1)NC1CCCC1	2	1	0.5	5	3	-12	0	-1	-7	-4
Cc1ccsc1C(=O)N1CCCC(CO)(Cc2ccccc2)C1 (configuration not stated)	-6	4	-0.3	-1	-9	3	6	-1	8	0
O=C1C(Cl)=C(NC2CCCCC2)C(=O)N1c1ccc(Cl)cc1	40*	7	-3.4	-3	2	-15	5	1	-8	4
COC(=O)c1cccc(F)c1C(=O)c1cccc2ccccc12	-1	-5	-1.7	-17	3	6	-5	-4	2	1
CC(C)NC(=O)NC(=O)CSc1nnc(COc2ccccc2F)n1C(C)C1CC2CCC1C2 (configuration not stated)	6	3	·	-19	·	·	·	-3	·	·
Cc1nc2c3ccccc3nc(NNC(=O)CCC(=O)NCCN3CCN(c4ccccc4)CC3)n2n1	0	1	0.5	-1	-4	9	-3	2	-5	0
CCc1nnc(NC(=O)C2CCCO2)s1 (configuration not stated)	-5	-1	0.6	2	-1	1	1	1	2	-3
O=C(CN1CCc2[nH]c3ccccc3c2C1)N1CCCCC1	-5	4	0.9	1	0	2	-2	4	-2	0
CC(C)(C)S(=O)(=O)N1Cc2cc(=O)n(Cc3ccccc3)c(CCO)c2[C@@H]1CCO	-1	0	-0.4	0	10	1	5	7	2	-2
COc1cc(/C=N/N(C)C)ccc1OC(=O)c1cccs1	6	1	-0.8	8	-6	1	2	-6	2	-2
CN(C)S(=O)(=O)n1cnc([C@@H]2[C@H]3C(=O)OC[C@@H]3C[C@@]23N=CN(Cc2ccccc2)C3=O)c1	0	-5	-2.5	-5	4	2	5	-1	2	0
C/C(=N\Nc1nccnc1Cl)c1ccc(Br)cc1	0	-1	-0.7	3	1	-2	2	0	-12	2
O=C(OCC(=O)N1CCN(c2ccccc2)CC1)c1ncc(Cl)c(Cl)c1Cl	-2	-2	-2.1	-8	-4	-4	-2	-2	-7	-3
Cc1ccc(-n2nnnc2CSc2nnc(-c3ccc(O)cc3)o2)cc1	-4	0	-1.6	-1	1	1	1	1	-17	1
O=S(=O)(c1cccc(-c2csc(N/N=C/c3ccco3)n2)c1)N1CCOCC1	-4	2	-1.2	1	20	12	11	4	6	-3
O=C(NC(c1ccc(Cl)cc1)c1ccsc1)C1CCN(Cc2ccc(Oc3ccccc3)cc2)CC1 (configuration not stated)	3	2	0.5	·	9	7	3	-1	-1	-2
CSc1ccc(CN2CCC2(C)C(=O)NCc2ccc3c(c2)OCO3)cc1 (configuration not stated)	-3	0	-2.2	·	-1	-1	0	7	-6	-3
COCCNC(=O)CCc1nc(-c2ccccc2)no1	-2	1	0.8	0	0	0	2	4	14	0
(list continues)
SMILES	Rev-erbA mod	NPR1 activator	PG9 binder	HTRA1 inhibitor	rCAG RNA binder	ARFGAP1 inh	mABHD4 FP	NPR2 activator	ASAP1 inh	SMARCA2 activ
CCN1CCN(c2ccc(S(=O)(=O)N3CCCCC3)cc2N)CC1	1	1	-0.3	11	0	11	10	3	11	-2
C=CCOc1ccc(/C=C2\SC(=S)N(CCC(=O)O)C2=O)cc1	-6	0	0.6	-4	28	10	-3	-5	-8	-11
Cc1nc2ccccc2n1C(C)c1ccccc1 (configuration not stated)	0	1	0.7	3	-5	4	0	-4	-1	-2
CCOC(=O)c1c(C)[nH]c(C(=O)OCC(=O)NC2(C#N)CCCCC2)c1C	0	1	-0.7	-8	-5	1	0	3	-3	-1
CC(C)n1nnnc1SCC(=O)NCc1cccs1	-3	3	-1.5	-6	2	7	1	0	2	-2
O=C(Nc1ccccc1F)O[C@@H]1CC[C@@]23CCCN2C(=O)CCC[C@H]3C1	0	-1	·	·	·	·	0	0	·	·
C=CCNc1nc(=S)[nH]c2cc(OC)c(OC)cc12	1	41*	0.1	0	3	3	4	37*	3	-5
O=C(COc1ccc(Br)cc1CNC1CCCC1)Nc1ccccc1	-4	-14	1.4	-7	10	-2	0	-9	-3	-5
Cc1cc(/C=C2\SC(=S)N(C)C2=O)c(C)n1-c1ccc(O)cc1	13	-13	-1.6	-10	9	-1	18	-3	5	-9
c1ccc(Cn2nnc3ccccc32)cc1	1	-3	0.1	-2	1	12	-1	-3	-4	-2
CCCc1ccc(OCc2nc(-c3ccc(NC(=O)c4ccco4)cc3)no2)cc1	-5	5	-1.1	-8	2	-10	-7	3	-1	0

Compound activity deposited in PubChem by several laboratories.
